From PubChem BioAssay
T cell HTS – T cell immune modulation candidate; calls only at 7 µM; 2C CD8+ T cell-vesicle binding, flow cytometry; stronger effect = lower value; AID 2052; actives 0.068% (n = 330,000);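 active means response, share of CD8 T cells binding vesicles, and their 90th percentile fluorescence all below set limits, cut at about 80% in these data, passing the limit was not always enough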
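material = purified 2C TCR transgenic mouse naive CD8+ T cells | controls = Unloaded micro-vesicles (low), QL9 vesicles with 0.7% DMSO (high) | detection = cytometric PE anti-B7-1 and Alexa647 anti-CD8 signals after 1% paraformaldehyde fixation | incubation = binding step 1.5 h, 37 °C, antibody labelling 20 min, ice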
Myeloid diff 2 – myeloid differentiation induction; ER-HoxA9 myeloid progenitors, lysozyme-GFP differentiation, flow cytometry; calls only at 10 µM; actives 1% (n = 360,000);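 active means normalized GFP-positive differentiation at or above the plate's own cutoff, the solvent-only control mean plus 3 SD; inconclusive means no clear call, values can overlap the other calls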;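 further: cells exposed to compound for four days before flow analysis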
T cell HTS vesicle-bound % – also measured in T cell HTS; calls as there; double positive events, %; measured here: CD8+ vesicle-bound cell fraction;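 binding gate set so that unloaded-vesicle control wells show 10% double positive cells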
Myeloid diff 2 GFP+ MAC1+ % – second read-out of Myeloid diff 2, no call of its own (marks repeat the call); GFP+ MAC1+ double positive, %; measured here: differentiation confirmed by MAC1 staining
The depositor's hits bear a star; i = inactive; u = inconclusive; x = no result given; + = active, no number. Not all compounds are listed; rates above refer to the full screens.

SMILES | T cell HTS | T cell HTS vesicle-bound % | Myeloid diff 2 | Myeloid diff 2 GFP+ MAC1+ %
O=C(Nc1ccc2c(c1)OCCO2)C1CCCC1 | i | 35 | i | 0.7
CC(NC(=O)c1cc(S(=O)(=O)N2CCOCC2)ccc1F)c1ccc(-n2ccnc2)cc1 (centres undefined) | i | 28 | i | 0.3
COc1cc(-c2noc(C)c2C(=O)NCCc2cccs2)cc(OC)c1OC | i | 53 | i | 1.7
C[C@@H]1CN(S(=O)(=O)c2c(F)cccc2F)CCN1S(=O)(=O)c1ccc2c(c1)OCCO2 | i | 17 | i | 0.8
CN(C)S(=O)(=O)c1ccc(C(=O)NNC(=O)C23CC4CC(CC(C4)C2)C3)cc1 | i | 17 | i | 0.8
O=C(COC(=O)C1CCC(=O)N1)Nc1ccccc1OC(F)F (centres undefined) | i | 52 | i | 0.8
COc1cc(F)c(C(=O)NC(C)(C)CO)cc1OC | i | 51 | i | 1.0
CCOc1ncccc1C(=O)Nc1cccc(-n2cnnn2)c1C | i | 40 | i | 0.5
COc1ccccc1NCCC(=O)OCC(=O)Nc1cc([N+](=O)[O-])ccc1F | i | 31 | i | 1.3
Cc1noc(C)c1COc1ccc(C(=O)N2CCN(c3ccccc3O)CC2)cc1 | i | 32 | i | 0.5
O=C(COC(=O)/C=C/c1cccc(Br)c1)NC1CCCC1 | i | 52 | i | 1.3
CC[C@@]1(C(=O)OC)N[C@H](CN(C)C(=O)C2CCCCC2)[C@@H]2C(=O)N(C)C(=O)[C@@H]21 | i | 5 | i | 1.3
Cc1ccc(NC(=O)COc2coc(CN3CCc4ccccc4C3)cc2=O)cc1Cl | i | 32 | i | 0.5
COc1ccc(NC(=O)CN(C)C(=O)c2cc(-c3ccc(Cl)cc3)nc3ccccc23)cc1 | i | 29 | i | 0.3
O=C(CC1CCCC1)N1CCN(S(=O)(=O)c2ccccc2)CC1 | i | 45 | + | 3.7*
CCN(CC(=O)NCc1cccs1)C(=O)c1ccc(OC)c(S(=O)(=O)N2CCOCC2)c1 | i | 50 | i | 1.2
O=C(Nc1ccccn1)C1CCN(S(=O)(=O)c2ccc(Cl)cc2)CC1 | i | 47 | i | 0.7
O=C(CSc1cccc[n+]1[O-])Nc1ccc(Br)cc1Br | i | 51 | i | 0.5
Cc1cccc(C)c1NC(=O)CNC(=O)C12CC3CC(CC(O)(C3)C1)C2 | i | 16 | i | 0.8
COc1ccc([C@@H]2CC(=O)c3c(O)cc(O[C@@H]4OC(CO[C@@H]5OC(C)[C@H](O)[C@H](O)C5O)[C@@H](O)[C@@H](O)C4O)cc3O2)cc1O (some centres undefined) | i | 32 | i | 1.2
COc1ccc(CCC(=O)OCC(=O)N(CC(C)C)c2c(N)n(Cc3ccccc3)c(=O)[nH]c2=O)cc1 | i | 32 | i | 0.9
CCN(CC(=O)Nc1ccc(NC(C)=O)cc1)C(=O)c1ccc2c(c1)OCCO2 | i | 46 | i | 0.7
N#CCCn1cc(C(=O)CN2C(=O)NC3(CCCCCC3)C2=O)c2ccccc21 | i | 36 | i | 0.4
O=C(COC(=O)CN1C(=O)COc2ccccc21)NC1CCCCC1 | i | 33 | i | 0.9
O=C(CN1C(=O)NC2(CCCC2)C1=O)NCc1cccc(Cl)c1 | i | 34 | i | 0.4
SMILES | T cell HTS | T cell HTS vesicle-bound % | Myeloid diff 2 | Myeloid diff 2 GFP+ MAC1+ %
COc1ccccc1CNC(=O)COC(=O)c1cc2ccccc2o1 | i | 27 | i | 1.6
Cc1ccccc1N1CCN(Cc2ccc(Br)o2)CC1 | i | 29 | i | 0.4
CC(Cc1ccccc1)Nc1ncnc2c1ncn2C1OC(CO)C(O)C1O (centres undefined) | i | 20 | i | 1.0
CCOc1ccc2c(c1)c1nc3ccccc3nc1n2C | i | 22 | i | 0.4
CN(CC(=O)Nc1c(Cl)cccc1Cl)C(=O)C1CCN(C(=O)Nc2ccccc2)CC1 | i | 60 | i | 0.4
O=C(C[C@@H]1C/C=C\CC[C@H](Cc2ccc(F)cc2)C(=O)OC[C@@H](Cc2ccccc2)NC1=O)NCCO | i | 17 | i | 1.4
CCCCCc1nnc(NC(=O)c2ccc(N3CCCC3=O)cc2)s1 | i | 30 | i | 0.6
O=C(NCC(c1ccc(F)cc1)N1CCOCC1)c1ccc([N+](=O)[O-])o1 (centres undefined) | i | 32 | i | 1.6
CCCCCO | i | 36 | i | 1.1
CCN(CC)S(=O)(=O)c1cc(NC(=O)C2=COCCO2)ccc1Cl | i | 28 | i | 0.3
Cc1cccc(N2Cc3ccc(Br)cc3C2)c1 | i | 30 | i | 0.7
O=C(c1c[nH]c(C(=O)C(Cl)(Cl)Cl)c1)c1c(F)cccc1F | i | 10 | i | 1.2
COc1cccc(-c2ccc3ncnc(NCc4cc(C)cs4)c3c2)c1 | i | 14 | i | 0.9
CCOC(=O)CN1C(=O)N[C@@H](c2cccc(C(F)(F)F)c2)[C@H](C(C)=O)[C@H]1C | i | 19 | i | 2.0
CC1CC(=O)Nc2ccccc2N1C(=O)CSc1nnnn1C(C)C (centres undefined) | i | 40 | i | 1.4
Fc1ccc(-n2nnc(-c3ccccc3)n2)cc1 | i | 54 | i | 0.8
CC[C@@]1(C(=O)OC)N[C@H](CN(C)S(=O)(=O)c2ccc(OC)cc2)[C@@H]2C(=O)N(C)C(=O)[C@@H]21 | i | 9 | i | 4.0
COc1ccc(Cl)cc1NS(=O)(=O)c1cccc(C(=O)NC2CCC(O)CC2)c1 (centres undefined) | i | 53 | i | 0.5
COc1ccc(C(=O)NCC2CCCCC2)cc1S(=O)(=O)N1CCOCC1 | i | 43 | i | 1.6
Cc1cc(C(=O)CCC(=O)Nc2ncccc2O)c(C)s1 | i | 23 | i | 0.8
Cc1ccc2c(c1)C1(OCCCO1)C(=O)N2CC(=O)NN | i | 38 | i | 0.3
COc1cccc(OC)c1C(=O)NC(=O)Nc1c(C)cccc1C | i | 7 | i | 2.6
NC(=O)C1CCN(C(=O)c2ccc([N+](=O)[O-])cc2NC(=O)c2cccs2)CC1 | i | 15 | u | x
C/C=C/C1=CC(=O)C[C@H](c2ccc(OC)c(OC)c2)C1 | i | 36 | i | 1.4
C=CCN1C(=O)C2(OCCCO2)c2ccccc21 | i | 37 | i | 0.4

Rewritten with values under each structure: entries from further up
Second line of a record – T cell HTS | T cell HTS vesicle-bound % | Myeloid diff 2 | Myeloid diff 2 GFP+ MAC1+ %
- O=C(c1c[nH]c(C(=O)C(Cl)(Cl)Cl)c1)c1c(F)cccc1F
→ i | 10 | i | 1.2
- COc1cccc(-c2ccc3ncnc(NCc4cc(C)cs4)c3c2)c1
→ i | 14 | i | 0.9
- CCOC(=O)CN1C(=O)N[C@@H](c2cccc(C(F)(F)F)c2)[C@H](C(C)=O)[C@H]1C
→ i | 19 | i | 2.0

Following part.
SMILES | T cell HTS | T cell HTS vesicle-bound % | Myeloid diff 2 | Myeloid diff 2 GFP+ MAC1+ %
COc1ccccc1/C=N/NC(=O)CSc1ccc2ccccc2n1 | i | 17 | i | 0.4
O=C(CC1CCCC1)Nc1cc(S(=O)(=O)N2CCOCC2)ccc1O | i | 61 | i | 0.2
Cc1cc(C)cc(NC(=O)C(OC(=O)c2ccc(O)cc2)c2ccccc2)c1 (centres undefined) | i | 11 | i | 0.3
CC(=O)Nc1ccc(-c2csc(NC(=O)CCNC(=O)c3ccco3)n2)cc1 | i | 53 | i | 0.9
CCOc1ccc(C(=O)NCC(c2ccco2)N2CCOCC2)cc1 (centres undefined) | i | 38 | i | 0.4
CC1CN(C(=O)c2ccc(S(=O)(=O)Nc3ccccc3F)cc2)CC(C)O1 (centres undefined) | i | 45 | i | 0.5
C#CCOCCOCCOCCNc1nc(N2CCN(C(=O)[C@H](CCCCN)n3cc(CN)nn3)CC2)nc(N2CCN(C(=O)[C@H](CCC(=O)O)n3cc([C@@H](N)CCCCN)nn3)CC2)n1 | i | 17 | i | 1.6
NC(=O)Nc1ccc(C(=O)OCC(=O)c2c[nH]c3ccccc23)cc1 | i | 31 | i | 1.0
Cc1ccc2ccc[n+](Cc3ccccc3)c2c1 | i | 48 | i | 11
CN(CC(=O)Nc1c(Cl)cccc1Cl)C(=O)c1cc2ccccc2cc1O | i | 40 | i | 0.9
C[C@H]1O[C@@H](O[C@H]2CC[C@@]3(C)C(CC[C@]4(C)C3C=CC3=C5CC(C)(C)CC[C@]5(CO)[C@H](O)C[C@]34C)[C@]2(C)CO)[C@H](O)[C@@H](O[C@@H]2O[C@H](CO)[C@@H](O)[C@H](O)[C@H]2O)[C@H]1O (some centres undefined) | i | 13 | i | 1.7
CCOC(=O)C1=C(COC(=O)c2cc(OC)c(OC)c(OC)c2)NC(=O)NC1C (centres undefined) | i | 27 | i | 0.3
CCCCOc1ccc(/C=C(\C(=O)O)c2ccc(S(=O)(=O)N3CCCC3)s2)cc1 | i | 46 | i | 0.7
CNC(=O)c1ccsc1NC(=O)CCS(=O)(=O)c1ccc(F)cc1 | i | 49 | i | 0.9
COc1cc(CCC(=O)Nc2ccc(C)c(S(=O)(=O)N3CCCCCC3)c2)cc(OC)c1OC | i | 27 | i | 0.3
Cc1nnc2n(C)c(=O)c3c4c(sc3n12)COC(C)(C)C4 | i | 26 | i | 0.5
Cc1ccccc1C(=O)O | i | 40 | i | 1.8
C[C@@]12C(=O)Nc3ccc(Br)cc3C(=O)N1[C@H]1c3ccccc3OC[C@@H]1[C@@H]2c1ccccc1 | i | 28 | i | 0.4
Cc1ccc(C)c(S(=O)(=O)N2CCCC2CNC(=O)c2ccc([N+](=O)[O-])cc2)c1 (centres undefined) | i | 34 | i | 0.8
COC(=O)C1CCN(C(=O)c2cc(S(=O)(=O)N3CCCCC3)ccc2Cl)CC1 | i | 41 | i | 0.5
O=C(NCc1ccncc1)c1ccc(NS(=O)(=O)c2ccc(F)cc2)cc1 | i | 29 | i | 0.8
CC1(c2nnc(-c3ccncc3)o2)CC(c2ccc(Cl)cc2)=NO1 (centres undefined) | i | 48 | i | 1.2
CCN(CC(=O)Nc1c(F)cccc1F)C(=O)c1cc(S(=O)(=O)N2CCOCC2)ccc1N1CCCC1 | i | 26 | i | 0.6
O=C(OCc1ccc(O)cc1)c1c(-c2ccsc2)oc2ccc(N3CCOCC3)cc12 | i | 7 | i | 0.0
C[C@H](NC(=O)c1ccco1)C(=O)Nc1nnc(SCc2ccccc2)s1 | i | 46 | i | 2.0

Exported with two lines to a compound: three of the compounds above.
The line under a structure holds: T cell HTS, T cell HTS vesicle-bound %, Myeloid diff 2, Myeloid diff 2 GFP+ MAC1+ %
> Cc1ccc(C)c(S(=O)(=O)N2CCCC2CNC(=O)c2ccc([N+](=O)[O-])cc2)c1 (centres undefined)
 : i, 34, i, 0.8
> CC(=O)Nc1ccc(-c2csc(NC(=O)CCNC(=O)c3ccco3)n2)cc1
 : i, 53, i, 0.9
> Cc1nnc2n(C)c(=O)c3c4c(sc3n12)COC(C)(C)C4
 : i, 26, i, 0.5

(further entries)
SMILES | T cell HTS | T cell HTS vesicle-bound % | Myeloid diff 2 | Myeloid diff 2 GFP+ MAC1+ %
Cc1ccc(C(=O)NNC(=O)Cn2ccc(C(F)(F)F)n2)o1 | i | 35 | i | 0.3
Cn1cccc1C(=O)NC(=O)COC(=O)c1ccc(S(C)(=O)=O)c([N+](=O)[O-])c1 | i | 34 | i | 0.5
CC1CCN(CC(O)COc2ccc(OCC(O)CN3CCC(C)CC3)cc2)CC1 (centres undefined) | i | 50 | i | 0.7
COc1ccc(CCNC(=O)COC(=O)c2cccn2C)cc1 | i | 8 | i | 0.8
CCn1c(COC(=O)CNC(=O)c2ccccc2)nc2cc(S(=O)(=O)N(C)C)ccc21 | i | 31 | i | 0.7
CCN1C(=O)[C@H]2[C@@H](c3ccc(-c4ccccc4)cc3)N[C@@](CC(C)C)(C(=O)OC)[C@H]2C1=O | i | 29 | i | 1.0
Cc1cc(C)c(NC(=O)CNC(=O)COC(=O)/C=C/c2cccs2)c(C)c1 | i | 11 | i | 1.0

7 compounds drawn at random from those above, as already listed:
SMILES | T cell HTS | T cell HTS vesicle-bound % | Myeloid diff 2 | Myeloid diff 2 GFP+ MAC1+ %
Cc1cc(C(=O)CCC(=O)Nc2ncccc2O)c(C)s1 | i | 23 | i | 0.8
NC(=O)C1CCN(C(=O)c2ccc([N+](=O)[O-])cc2NC(=O)c2cccs2)CC1 | i | 15 | u | x
COc1cc(F)c(C(=O)NC(C)(C)CO)cc1OC | i | 51 | i | 1.0
Cc1ccccc1N1CCN(Cc2ccc(Br)o2)CC1 | i | 29 | i | 0.4
CCn1c(COC(=O)CNC(=O)c2ccccc2)nc2cc(S(=O)(=O)N(C)C)ccc21 | i | 31 | i | 0.7
Cc1ccc(C(=O)NNC(=O)Cn2ccc(C(F)(F)F)n2)o1 | i | 35 | i | 0.3
CC[C@@]1(C(=O)OC)N[C@H](CN(C)C(=O)C2CCCCC2)[C@@H]2C(=O)N(C)C(=O)[C@@H]21 | i | 5 | i | 1.3
